# Anesthetic bind: candidate novel general anesthetic via apoferritin binding | P02791 | apoferritin/1-aminoanthracene competitive binding, fluorescence | Potency, µM (titrated, usually from 77.5 µM), inactives show at the highest dose activity change, negative = displacement, most hits filed as inhibitors | actives 0.074% (n = 350,000); further: potency means the concentration at half of the fitted maximal effect; on the % scale 0 is the no-effect control and ±100 the full control effect; nearly all actives have a fitted effect of over 20% in size
# Target sequence (P02791 2-175 limits assumed): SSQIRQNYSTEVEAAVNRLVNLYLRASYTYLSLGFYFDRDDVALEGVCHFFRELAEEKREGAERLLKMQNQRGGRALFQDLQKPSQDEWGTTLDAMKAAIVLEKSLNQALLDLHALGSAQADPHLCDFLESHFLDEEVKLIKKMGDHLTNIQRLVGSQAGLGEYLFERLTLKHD
#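 Apoferritin-based anesthetic binding model; compound displacement of fluorescent 1-AMA measured as endpoint fluorescence after 10 minutes at room temperature, scaled to free-ligand and complex controls.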
# D1 agonist: activates the human D1 dopamine receptor. P21728. HEK293 T-REx D1 cells, calcium flux, agonist mode. activation, % at 2 µM. actives 1% (n = 360,000). AID 504660; in the data active means activation above about 30%; further: 0% is about no effect
#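 Agonism was scored from calcium flux recorded over 180 s (1 read/s) after pintool compound addition, following a 10-cycle baseline. Cells were inducible force-coupled HEK293 TREx D1, plated overnight at 30 C and loaded with no-wash calcium dye.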
# TRHR enhancer: TRH receptor (human) allosteric enhancement; TRHR cells, fluo-8 calcium fluorescence, EC20 TRH enhancement; actives 0.66% (n = 360,000); enhancement, % at 2 µM; in the data active means enhancement above about 30%; further: 0% is about no effect
#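 TRHR-expressing cells loaded with fluo-8 calcium dye were read kinetically (ex 480/em 530) during compound addition, then stimulated with an EC20 of TRH (10 nM final). Enhancement of the Gq-mediated intracellular calcium response was scored.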
# RXFP1 ag: activates the human relaxin receptor RXFP1. HEK293T-RXFP1 cAMP TR-FRET, 30 min; response scale: percent of porcine relaxin response, buffer zero. Potency, µM (highest dose often 57.5 µM), for the others: top-dose activation, hits mostly activators. AID 2676. actives 0.3% (n = 370,000). Q9HBX9; further: potency means the concentration at half of the fitted maximal effect; on the % scale 0 is the no-effect control and ±100 the full control effect; nearly all actives have a fitted effect of over 60% in size; many of its hits are not listed in these tables
# Target sequence (Q9HBX9 whole entry, looked up): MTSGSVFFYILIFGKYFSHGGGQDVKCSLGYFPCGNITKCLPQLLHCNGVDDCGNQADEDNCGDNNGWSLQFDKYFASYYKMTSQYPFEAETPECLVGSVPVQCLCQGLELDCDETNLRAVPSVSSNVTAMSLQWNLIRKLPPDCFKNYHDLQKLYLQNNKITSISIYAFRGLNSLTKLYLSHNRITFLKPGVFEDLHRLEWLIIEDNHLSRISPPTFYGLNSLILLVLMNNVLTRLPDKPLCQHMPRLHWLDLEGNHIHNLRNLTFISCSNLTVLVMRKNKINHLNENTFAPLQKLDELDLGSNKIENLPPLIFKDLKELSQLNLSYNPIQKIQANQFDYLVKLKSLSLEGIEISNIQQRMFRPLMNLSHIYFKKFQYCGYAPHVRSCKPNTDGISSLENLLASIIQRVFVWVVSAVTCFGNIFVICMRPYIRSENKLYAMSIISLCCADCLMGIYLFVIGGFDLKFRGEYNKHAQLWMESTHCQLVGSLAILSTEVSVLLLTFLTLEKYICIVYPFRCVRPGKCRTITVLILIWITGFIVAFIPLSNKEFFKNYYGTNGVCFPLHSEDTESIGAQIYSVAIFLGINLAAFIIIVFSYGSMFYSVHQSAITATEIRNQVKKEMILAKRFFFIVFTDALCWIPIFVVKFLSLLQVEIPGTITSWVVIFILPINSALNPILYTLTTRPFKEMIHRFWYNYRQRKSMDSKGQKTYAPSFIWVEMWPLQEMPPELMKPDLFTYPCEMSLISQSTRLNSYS
#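 HEK293 cells stably expressing RXFP1, treated 30 min at 37C with compounds plus PDE4 inhibitor Ro 20174; cAMP measured by HTRF TR-FRET. Normalized to buffer and 29 nM porcine relaxin; EC50 by Hill fit.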
# D1 PAM: human D1 dopamine receptor positive modulation; P21728; potentiation, % at 10 µM; HEK293 TREx D1 cells, calcium flux, dopamine EC20 potentiation; actives 0.036% (n = 360,000); AID 504651; in the data active means potentiation above about 30%; further: 0% is about no effect
# TRHR ag: activates the human TRH receptor; P34981; TRHR cells, calcium flux fluo-8, FDSS agonist mode; activation, % at 2 µM; actives 0.18% (n = 360,000); AID 493084; in the data active means activation above about 30%; further: 0% is about no effect
#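 In this calcium-flux screen, cells bearing human TRHR are dye-loaded with fluo-8, baselined for 10 cycles, then exposed to library compounds; positive kinetic calcium responses during the agonist phase mark hits, with TRH as control.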
# RXFP1 antagonist: antagonists of human relaxin receptor RXFP1. actives 0.59% (n = 350,000). HEK293-RXFP1, relaxin-stimulated cAMP HTRF, 30 min; hits give low values. Q9HBX9. activity change, negative = inhibition, % at 57.5 µM. AID 1259400;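 active means activity change of -60% or lower, but not beyond a set lower limit; inconclusive means change between -60% and -40%, or beyond the set limit; inactive means change above -40%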; further: on the % scale 0 is the no-effect control and ±100 the full control effect
# D1 antagonist: antagonists of human D1 dopamine receptor | P21728 | actives 3.2% (n = 360,000) | HEK293 TREx D1 cells, calcium flux, dopamine EC80; hits give low values | activity change, negative = inhibition, % at 10 µM | AID 504652; in the data active means activity change below about -30%; further: on the % scale 0 is the no-effect control and ±100 the full control effect
#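 Compound effects on dopamine-evoked calcium signalling were measured in tetracycline-induced HEK293 Trex D1 cells. Dopamine at EC80 followed a 180 s compound pre-read, and fluorescence was tracked kinetically for 180 s more.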
# D2 PAM: positive allosteric modulators of human D2 dopamine receptor. HEK293 T-REx D2, calcium flux, EC20 dopamine potentiation. actives 0.34% (n = 340,000). P14416. potentiation, % at 10 µM;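 active means potentiation over 3 SD above the plate norm, cut at about 30% in these data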; further: 0% is about no effect
#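 Primary screen. Calcium kinetics in induced HEK293 T-REx D2 cells: compound pre-addition 180 s, EC20 dopamine, 180 s more.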
# Active calls of the source: *; ? = inconclusive; . = no result given; [ ] = dose if it differs, or a comment. Unless noted, the call rests on the fitted dose curve; in most records, active means well fitted curve in the direction sought with a large enough effect; inconclusive means small, poorly fitted or top-dose-only effect, or another doubt; inactive means no such curve, though single readings can be large; an effect the other way counts as inactive or inconclusive. The list is partial; rates above refer to the full screens.
# Second line of a record – D1 PAM	TRHR ag	D1 agonist	D2 PAM	RXFP1 antagonist	Anesthetic bind	RXFP1 ag	TRHR enhancer	D1 antagonist
1. C=C(C)CNC(=S)N/N=C/c1ccc([N+](=O)[O-])cc1
    -5	0.0	1	-2	-5	-22%	1.1%	9	7
2. CCCCS(=O)(=O)c1sc2nc(C)cc(C)c2c1N
    -3	-1.0	5	.	13	-2%	3.3%	0	-3
3. CSc1cccc(NC(=O)/C=C/c2cccc(Cl)c2)c1
    -10	-0.1	6	-15	.	3%	-0.7%	-2	-3
4. Cc1cccc(C2=Nc3ccccc3N=C(c3cc(Cl)ccc3O)C2)c1
    1	-1.8	-1	-21	-8	12%	-0.8%	2	-19
5. CCSc1ncc(Cl)c(C(=O)Nc2ccc(S(=O)(=O)N(C)c3ccccc3)cc2)n1
    0	0.9	8	3	.	-4%	0.6%	-3	2
6. COC(=O)C1=CN(C)C=C(C(=O)OC)C1c1ccccc1Cl
    6	-0.6	-3	19	-4	509%[activator]	0.2%	-4	-5
7. CC(NC(=O)C1(S(=O)(=O)c2ccc(Cl)cc2)CC1)c1ccccc1 (stereo unspecified)
    -9	-0.5	0	1	4	-5%	2.4%	25	-15
8. CCc1nn(CC(=O)N2CCN(Cc3ccc4c(c3)OCO4)CC2)c(=O)c2cc3occc3n12
    -3	-0.2	-2	-3	.	-15%	-0.2%	-3	-5
9. COc1cc2[nH]c3c(=O)n(N)c(=O)[nH]c3c2cc1OC
    0	0.1	1	5	-11	6%	-0.3%	2	-1
10. CCCCC(CC(C)O)c1n[nH]c(=S)n1-c1ccccc1 (stereo unspecified)
    -4	-0.7	0	6	22	-9%	4.7%	11	6
11. Nc1ccccc1SCC(=O)Nc1ccc(N2CCOCC2)cc1
    -3	-0.5	4	6	-8	-21%	0.3%	-2	7
12. Cc1ccccc1C(=O)Nc1sc2c(c1C(=O)N1CCC(C)CC1)CCC(C)C2 (stereo unspecified)
    0	-0.1	0	3	-12	?	4.9%	-5	9
13. COc1cc(/C=C2/C(=N)N3C=CSC3=NC2=O)ccc1OCCOc1ccc(NC(C)=O)cc1
    -4	1.3	1	-3	-27	-4%	-0.5%	7	-23
14. Cc1ccc(C(=O)COC(=O)C2CCC2)cc1
    -1	-1.3	1	0	-19	-7%	1.8%	-12	4
15. COc1cccc(CNC(=O)C2CCCN(c3nn4cc(-c5ccc(C)cc5)nc4s3)C2)c1 (stereo unspecified)
    -4	0.3	1	2	-35	41%[activator]	-0.1%	15	-12
16. O=C(CCC(=O)c1ccccc1)Nc1ccc(C(=O)O)cc1
    4	0.5	6	-6	9	0%	-1.7%	-4	-9
17. COc1ccc(N2CCN(CC(=O)Nc3cc(C)on3)CC2)cc1
    0	-0.8	1	-8	8	-14%	-1.9%	-3	-5
18. O=C(c1ccco1)N1CCCN(C(=O)c2ccco2)CC1
    0	0.9	1	4	11	3%	0.2%	-1	-23
19. CCn1cc(C(=O)NCc2ccc(Cl)cc2)c(=O)c2cc(S(=O)(=O)N(C)C3CCCCC3)ccc21
    3	0.9	4	-4	.	-3%	-0.3%	-1	4
20. CN(C)c1ccc(C2=NOC(CN3C(=O)c4ccccc4S3(=O)=O)C2)cc1 (stereo unspecified)
    -6	-0.2	1	4	-14	?	0.1%	-2	-7

# Record cards, as listed above. Order of values: D1 PAM, TRHR ag, D1 agonist, D2 PAM, RXFP1 antagonist, Anesthetic bind, RXFP1 ag, TRHR enhancer, D1 antagonist
# O=C(CCC(=O)c1ccccc1)Nc1ccc(C(=O)O)cc1 is entered as 4, 0.5, 6, -6, 9, 0%, -1.7%, -4, -9
# COc1ccc(N2CCN(CC(=O)Nc3cc(C)on3)CC2)cc1 is entered as 0, -0.8, 1, -8, 8, -14%, -1.9%, -3, -5

# 13 consecutive compounds from above, for reference:
# Second line of a record – D1 PAM	TRHR ag	D1 agonist	D2 PAM	RXFP1 antagonist	Anesthetic bind	RXFP1 ag	TRHR enhancer	D1 antagonist
5. CCSc1ncc(Cl)c(C(=O)Nc2ccc(S(=O)(=O)N(C)c3ccccc3)cc2)n1
    0	0.9	8	3	.	-4%	0.6%	-3	2
6. COC(=O)C1=CN(C)C=C(C(=O)OC)C1c1ccccc1Cl
    6	-0.6	-3	19	-4	509%[activator]	0.2%	-4	-5
7. CC(NC(=O)C1(S(=O)(=O)c2ccc(Cl)cc2)CC1)c1ccccc1 (stereo unspecified)
    -9	-0.5	0	1	4	-5%	2.4%	25	-15
8. CCc1nn(CC(=O)N2CCN(Cc3ccc4c(c3)OCO4)CC2)c(=O)c2cc3occc3n12
    -3	-0.2	-2	-3	.	-15%	-0.2%	-3	-5
9. COc1cc2[nH]c3c(=O)n(N)c(=O)[nH]c3c2cc1OC
    0	0.1	1	5	-11	6%	-0.3%	2	-1
10. CCCCC(CC(C)O)c1n[nH]c(=S)n1-c1ccccc1 (stereo unspecified)
    -4	-0.7	0	6	22	-9%	4.7%	11	6
11. Nc1ccccc1SCC(=O)Nc1ccc(N2CCOCC2)cc1
    -3	-0.5	4	6	-8	-21%	0.3%	-2	7
12. Cc1ccccc1C(=O)Nc1sc2c(c1C(=O)N1CCC(C)CC1)CCC(C)C2 (stereo unspecified)
    0	-0.1	0	3	-12	?	4.9%	-5	9
13. COc1cc(/C=C2/C(=N)N3C=CSC3=NC2=O)ccc1OCCOc1ccc(NC(C)=O)cc1
    -4	1.3	1	-3	-27	-4%	-0.5%	7	-23
14. Cc1ccc(C(=O)COC(=O)C2CCC2)cc1
    -1	-1.3	1	0	-19	-7%	1.8%	-12	4
15. COc1cccc(CNC(=O)C2CCCN(c3nn4cc(-c5ccc(C)cc5)nc4s3)C2)c1 (stereo unspecified)
    -4	0.3	1	2	-35	41%[activator]	-0.1%	15	-12
16. O=C(CCC(=O)c1ccccc1)Nc1ccc(C(=O)O)cc1
    4	0.5	6	-6	9	0%	-1.7%	-4	-9
17. COc1ccc(N2CCN(CC(=O)Nc3cc(C)on3)CC2)cc1
    0	-0.8	1	-8	8	-14%	-1.9%	-3	-5

# (further entries)
# Second line of a record – D1 PAM	TRHR ag	D1 agonist	D2 PAM	RXFP1 antagonist	Anesthetic bind	RXFP1 ag	TRHR enhancer	D1 antagonist
21. COc1ccc(N2CCN(C(=O)C3CCCN(S(=O)(=O)c4ccc5c(c4)CCCN5C(C)=O)C3)CC2)cc1 (stereo unspecified)
    -2	-0.4	1	-3	-17	-10%	-1.4%	4	-24
22. CN(C)S(=O)(=O)c1cc(NC(=O)c2ccc(-n3ccnc3)c([N+](=O)[O-])c2)ccc1Cl
    -8	-2.3	0	14	-9	-13%	0.5%	18	1
23. CCCCn1c(=O)nc2n(-c3ccc(Br)cc3)c3ccccc3cc-2c1=O
    -1	0.1	-1	18	.	47%[activator]	-0.8%	4	-12
24. CC(C)(C)NC(=O)NC(=O)COC(=O)COc1ccc(Cl)cc1Cl
    -2	-0.2	2	-3	-16	?	1.6%	0	-3
25. C=CCNC(=O)c1c(Br)cnn1-c1ccc(C)cc1
    5	0.5	0	5	-9	-16%	0.4%	-6	-2
26. O=C(NNS(=O)(=O)c1ccc2ccccc2c1)c1cccs1
    -6	0.7	2	-2	2	-4%	-0.7%	7	3
27. Cc1cc([N+](=O)[O-])ccc1NC(=O)COc1nsnc1N1CCOCC1
    .	-0.2	10	-5	-8	4%	5.1%	-4	-12
28. CCOc1ccc2nc(NCCCNS(=O)(=O)c3ccccc3)c(C#N)cc2c1
    -8	0.4	7	.	-1	45%[activator]	3.1%	1	-17
29. CCOC(=O)N1CCC(n2c(SCC(=O)NCc3ccco3)nc3ccsc3c2=O)CC1
    -1	-2.6	1	8	-19	4%	1.4%	5	-7
30. CCC1Nc2ncnc(N3CCN(c4ccccc4)CC3)c2N(Cc2ccc(C)cc2)C1=O (stereo unspecified)
    -1	-0.5	0	-13	.	.	1.5%	2	7
31. CC(C)(C)OC(=O)N1CC2Cc3[nH]c(=O)ccc3C(C2)C1 (stereo unspecified)
    -8	0.5	4	3	14	-3%	1.1%	7	0
32. CCCCc1nc2cc(C(=O)N3CCCC(COC)C3)ccc2o1 (stereo unspecified)
    -4	-0.5	-1	0	12	-14%	0.3%	-7	10
33. O=C(NNC(=S)Nc1ccccc1)c1cccs1
    -5	0.4	2	-5	-5	6%	0.1%	-1	-8
34. Cc1ccccc1NC(=S)Nc1ccccc1
    -10	0.3	0	6	-10	-3%	-0.2%	4	-1
35. Cc1cccc2c(SCC(N)=O)nc(-c3ccccc3)nc12
    -9	-0.3	-2	-2	7	-3%	10%	-3	56
36. Cc1cc(=O)[nH]c(SC/C=C/c2ccccc2)n1
    -7	-0.3	3	.	3	-9%	1.3%	-4	-12
37. CCCSc1cc(Cl)nc(N)n1
    -1	0.1	0	7	-11	-2%	4.5%	3	-10
38. CC(=O)c1ccc(S(=O)(=O)Nc2ccc(C(=O)NC3CC3)cc2)cc1
    4	0.0	-1	4	-4	.	0.4%	3	-1
39. CCC(C)NS(=O)(=O)c1ccc(-c2csnn2)s1 (stereo unspecified)
    -1	-1.1	3	2	11	-19%	0.3%	7	-22
40. CN(C)S(=O)(=O)c1cc(NC(=O)[C@H](Cc2ccccc2)N2C(=O)c3ccccc3C2=O)ccc1Cl
    -3	0.7	2	.	-11	-4%	-0.8%	4	0
41. Fc1ccc(-c2cnn3c(-c4ccncc4)ccnc23)cc1
    -3	-0.7	13	1	13	-8%	1.2%	-8	-18
42. CN1CCN(NC(=O)Nc2ccc(Br)cc2)CC1
    5	1.4	6	12	4	1%	-0.2%	0	6
43. COc1ccc(OC)c(NC(=O)Cn2cnc3sc(C)c(S(=O)(=O)N4CCN(c5ccccc5OC)CC4)c3c2=O)c1
    0	-0.4	2	-5	-9	-9%	2.2%	4	-3
44. CCc1cc(C(=O)N2CCN(C(=O)c3ccco3)CC2)sc1C
    2	-0.8	5	6	-4	.	-0.3%	4	5
45. COc1ccc(NS(=O)(=O)c2cccc(C(=O)N/N=C(\C)c3ccncc3)c2)cc1
    -2	-0.6	1	-4	-5	-1%	-0.5%	-5	7
46. COc1cccc(C(=O)N2CCC(N3CC(C)OC(C)C3)CC2)c1 (stereo unspecified)
    -3	0.0	3	-5	13	-10%	3.9%	-5	-6
